Cardiac RTF inh – cardiac RTF calcium desensitization; P19429+P45379; IANBD-labeled cardiac RTF, Ca2+ fluorescence; inhibition, % at 7.15 µM; 0.12% of 340,000 active; AID 493244;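 active means inhibition above the mean inhibition of all tested compounds plus 3 SD, cut at about 17% in these data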;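 further: assay run at fixed EC70 calcium of 1.6 mM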
CAL PDZ FP-1 – inhibitors of human CAL PDZ peptide binding | purified CAL PDZ, TMR-peptide fluorescence polarization, 1 h | Q9HD26 | 0.92% of 300,000 active | inhibition, % at 24.9 µM | AID 602252;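 active means mean inhibition of at least 30% with at least half of replicates also reaching 30%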;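 further: 0% = DMSO neutral control and 100% = excess unlabeled competitor peptide PRC23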
CAL PDZ FP-2 – human CAL PDZ-peptide interaction inhibition; purified CAL PDZ, TMR-peptide fluorescence polarization, 1 h; 0.02% of 330,000 active; inhibition, % at 20 µM; AID 504414;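 active means highest replicate inhibition of at least 40%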;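 further: plate controls were DMSO neutral control wells for no effect and unlabeled competitor peptide control wells for full effect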
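Assay system – tagged CAL PDZ protein CerCALP, purified · Timing – 1 h at RT · Compound – single point, 20 µM · Measured by – fluorescence polarization from S- and P-plane intensities, G-factor corrected · Evaluation – inhibition from polarization loss · Probe or stimulus – TMR reporter peptide T*-PRC34 · Buffer or medium – pH 7.4 phosphate-saline buffer, reducing agent, detergent, IgG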
Pemphigus Ab inh – inhibitors of pemphigus antibody binding to human desmoglein-3; DSG3-coupled beads, scFv-anti-DSG3-GFP binding, flow cytometry; hits give low values; P32926; 0.48% of 310,000 active; binding (percent of control), % at 10 µM;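 active means binding more than 3 SD below its plate's average and above zero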;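 further: hits lower antibody fragment binding to DSG3; some compounds called inactive have numbers as strong as hits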
V-ATPase pH – regulators of yeast V-ATPase proton transport; response, % at 10 µM; S. cerevisiae, pHLuorin cytosolic pH fluorescence; 0.37% of 350,000 active; in the data active means response mostly above about 7.3%, no sharp cut-off; inactive means mostly below about 5.4%; further: actives read high; inactives centre near 0; some compounds called inactive have numbers as strong as hits; reference of the scale not given here
DAGLB inhibitor – diacylglycerol lipase beta (human) inhibition; Q8NCG7; HEK293T DAGLB membrane lysate, EnzChek fluorogenic substrate; inhibition, % at 5.17 µM; 0.059% of 340,000 active; AID 504411; in the data active means inhibition above about 34%;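 further: 0% = enzyme with vehicle and 100% = wells lacking enzyme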
Target sequence (Q8NCG7 whole entry, looked up): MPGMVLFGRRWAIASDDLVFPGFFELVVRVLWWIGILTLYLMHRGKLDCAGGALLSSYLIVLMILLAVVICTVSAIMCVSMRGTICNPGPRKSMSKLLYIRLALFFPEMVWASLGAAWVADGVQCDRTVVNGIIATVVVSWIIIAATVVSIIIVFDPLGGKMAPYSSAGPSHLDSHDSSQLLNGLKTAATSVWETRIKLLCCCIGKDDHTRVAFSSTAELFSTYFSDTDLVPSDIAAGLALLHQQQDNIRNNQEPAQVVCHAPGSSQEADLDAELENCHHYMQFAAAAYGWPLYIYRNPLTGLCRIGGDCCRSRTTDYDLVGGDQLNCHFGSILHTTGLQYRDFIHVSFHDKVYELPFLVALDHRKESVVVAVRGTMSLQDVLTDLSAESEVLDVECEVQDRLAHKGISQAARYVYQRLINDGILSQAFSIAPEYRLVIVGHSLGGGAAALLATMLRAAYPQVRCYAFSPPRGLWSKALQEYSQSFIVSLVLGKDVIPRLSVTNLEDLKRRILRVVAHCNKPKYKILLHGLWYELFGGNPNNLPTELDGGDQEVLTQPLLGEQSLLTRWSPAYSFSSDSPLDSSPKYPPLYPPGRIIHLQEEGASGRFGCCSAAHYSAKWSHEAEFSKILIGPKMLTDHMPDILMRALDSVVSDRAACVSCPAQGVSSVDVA
NSD2 HMT inh – inhibitors of human histone methyltransferase NSD2. AID 743445. O96028. inhibition, % at 12.5 µM. NSD2 peptide methylation, AlphaScreen, 120 min. 0.54% of 310,000 active; in the data active means inhibition above about 50%
Keap1-Nrf2 PPI – inhibitors of human Keap1-Nrf2 protein-protein interaction; Q14145; inhibition, % at 9.4 µM; 0.15% of 340,000 active; AID 504523; Keap1 Kelch-Nrf2 peptide fluorescence polarization, 1536-well; in the data active means inhibition above about 12%;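 further: human Keap1 Kelch domain with fluorescein labeled Nrf2 9mer peptide probe; 0% = neutral control wells and 100% = peptide positive control; higher means more block of Keap1 binding to Nrf2 peptide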
C-LANA FP – inhibitors of KSHV LANA C-terminal domain DNA binding. 0.078% of 340,000 active. inhibition, % at 9 µM. AID 504423. MBP-C-LANA/FAM-LBS DNA binding, fluorescence polarization;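 active means highest replicate inhibition at or above 60% at 9 µM, even if other replicates fall short; inactive means all replicates below 60% inhibition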;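 further: 0% = neutral control wells and 100% = 4 µM acridine orange control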
Arr AP2 block – human beta-arrestin and AP2 interaction inhibition; 0.31% of 340,000 active; FITC-arrestin peptide / GST-AP2 beads, flow cytometry; AP2 beta2 appendage carries R879A mutation; inhibition, % at 10 µM;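 active means inhibition above a set limit, near 3 SD of compounds lacking own fluorescence, cut at about 54% in these data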;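 further: plate controls were DMSO wells for no effect and 5 µM unlabelled arrestin peptide for full effect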
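System: GST-AP2 R879A glutathione beads; medium: PBS, Tween 20 0.05%, BSA 0.1%; reagent: fluorescein-tagged arrestin peptide at 50 nM final; schedule: pre-incubation 12 min, peptide binding 1 h, room temperature; detection: flow cytometry, FL1 (488/535 nm); read-out: inhibition as reduced fluorescein signal on beads, percent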
* marks the source's active call; other numbers are inactive results; nt = no result given; & = joins results of further samples.

SMILES	Cardiac RTF inh	CAL PDZ FP-1	CAL PDZ FP-2	Pemphigus Ab inh	V-ATPase pH	DAGLB inhibitor	NSD2 HMT inh	Keap1-Nrf2 PPI	C-LANA FP	Arr AP2 block
Cc1ccc(C(=O)OCC(=O)NC(C)c2ccccc2)cc1C (stereo not given)	-2.3	nt	-0.7	94.8	-1.9	-6.2	-1.7	-2.1	-2.6	-4.2
COc1cccc(CC(=O)OCC(=O)NC2CCCCCC2)c1	0.6	-3.1	-5.3	99.5	-2.4	0.7	-1.8	2.9	-1.2	-3.5
Cc1cc(C(=O)OCC(=O)NC(=O)c2cccn2C)c2ccccc2n1	-14.7	-6.4	-1.3	91.6	2.5	-1.9	nt	0.9	2.7	8.4
O=C(CSc1ncccn1)NNC(=O)c1ccccc1	-3.8	-5.2	-1.2	109.3	-0.5	-1.7	-0.4	-1.8	-1.8	49.2
CC(=O)c1cccc(NC(=O)Cc2ccc3c(c2)CCCC3)c1	-8.1	-4.5	-0.8	96.8	0.6	-4.8	-5.4	-3.4	-0.2	7.1
O=C(c1ccco1)N1CCN(C(=O)c2ccc(Br)o2)CC1	nt	nt	nt	98.8	0.6	-1.2	8.8	nt	nt	nt
Cc1[nH]c(=O)[nH]c(=O)c1S(=O)(=O)N1CCCC(C(=O)NCCc2ccc(Cl)cc2)C1 (stereo not given)	-2.1	-0.3	-0.2	102.3	-2.1	-2.4	nt	-1.6	0.1	34.3
O=c1cc(N2CCc3ccccc3C2)[nH]c(=O)n1-c1ccccc1Cl	-2.1	-6.6	0.1	104.7	1.3	-0.6	nt	3.3	1.2	-9.4
Cc1ccc(/C=N/NC(=O)c2cccc(NC(=O)c3ccccc3C)c2)o1	1.1	-4.9	-3.0	105.0	2.5	2.3	2.4	1.9	0.8	-9.3
Cc1c(Cl)cccc1NC(=O)CCC(=O)NNC(=O)c1ccccc1	-5.2	-1.4	-0.7	102.2	0.1	1.8	14.6	0.7	2.9	18.7
O=C(CSc1nc2ccc([N+](=O)[O-])cc2[nH]1)NC1CCCC1	1.0	-2.1	-2.0	103.4	-1.7	-3.4	2.6	5.1	0.4	nt
COc1cc(/C=N/NC(=O)c2ccc(=O)[nH]n2)ccc1O	4.2	-4.1	-2.4	101.8	3.8	2.1	7.6	1.7	-0.8	24.6
COC(=O)c1ccc(NS(=O)(=O)c2cc3c4c(c2)CCN4C(=O)CC3)cc1	2.4	-1.5	-2.7	102.6	1.2	0.9	3.6	-0.6	0.4	-8.2
COc1ccc(CCN2C(=O)NC(NC(=O)C(C)(C)C)(C(F)(F)F)C2=O)cc1OC (stereo not given)	-0.5	1.5	-5.5	105.4	0.3	1.5	0.1	-3.3	2.3	-5.1
CC(=O)Nc1ccc(S(=O)(=O)N2CCCC2C(=O)Nc2ccc(F)cc2)cc1 (stereo not given)	-3.4	nt	-0.4	96.4	-3.6	-1.7	0.8	-1.9	0.0	42.1
CCCCOc1cc(C(=O)NCCN(CC)CC)c2ccccc2n1	11.1&7.2	-1.7&-5.6	-1.6&-0.7	112.4	-1.8&-1.8	-0.3&1.4	nt	-7.8&7.9	0.4&10.1	-1.2&-6.2
O=C(CNCc1ccc(Cl)cc1)Nc1ccc(C(=O)N2CCCCC2)cc1	-9.7	-2.0	-1.4	121.3	6.5	2.4	-0.7	-0.9	-3.3	-6.1
O=C(NNS(=O)(=O)c1ccc([N+](=O)[O-])cc1)C(=O)Nc1cccc(C(=O)O)c1	2.6	-1.9	-3.1	94.3	-1.4	0.3	7.3	-3.6	0.0	25.5
CC(C)OCC(O)CN1CCN(C(c2ccccc2)c2ccccc2)CC1 (stereo not given)	0.4	-0.1	-1.8	96.7	-3.9	-2.9	0.3	-0.2	0.0	2.9
COc1ccc(N(C(=O)CNC(=O)c2ccco2)C(C(=O)NC2CCCCC2)c2ccco2)cc1 (stereo not given)	2.0	-0.4	-1.7	102.2	-1.6	-0.5	-3.6	0.4	0.1	16.8
COc1ccc(-c2csc3nc(C)n(-n4cccc4)c(=O)c23)cc1	-7.8	-0.9	-1.0	96.9	nt	-1.6	-1.1	1.8	1.3	3.6
COc1ccc(S(=O)(=O)N(C)CC(=O)NCCN2CCOCC2)cc1	-10.1	nt	0.0	nt	-3.6	-2.1	-1.6	2.4	-1.6	34.1
CCn1cc[n+](C)c1P(c1ccccc1)c1ccccc1	4.2	0.4	-2.2	103.2	-7.7	-0.1	-3.5	0.9	-0.3	-0.6
COc1ccccc1NC(=O)CN1CCC(c2nc3ccc(C)cc3[nH]2)CC1	-1.0	93.1*	-0.9	100.6	-1.3	1.2	-0.5	0.6	-0.8	-8.8
Cc1nc(N2CCOCC2)c2oc3ccccc3c2n1	-4.5	-2.5	-1.1	101.8	5.0	-0.4	-1.5	-5.8	-0.4	4.9
COCC(=O)NC1CC2CCC(C1)N2C(=S)Nc1ccccc1C(=O)OC (stereo not given)	7.2	-3.4	-2.0	117.6	0.9	-1.4	1.5	-3.5	0.3	-25.8
C1=CCN(Cc2ccccc2)C1	-0.8	-1.3	0.6	nt	-2.9	-1.5	nt	-4.4	0.2	3.0
CC(C)(C)CC(C)(C)Nc1c(-c2ccc(O)cc2)nc2cnccn12	-5.7	-3.2	-1.5	123.4	-1.1	2.5	-7.6	1.0	-0.7	23.6
CC(=O)Cc1nsc(NC(=O)c2cccc(F)c2)n1	2.7	-4.2	-2.0	89.2	-3.0	-0.6	2.1	-2.1	-0.1	2.3
CN(C)S(=O)(=O)c1ccc(N2CCCC2)c(C(=O)Nc2ccc(N3CCOCC3)cc2)c1	-0.2	0.2	-1.0	93.9	-2.2	0.8	1.0	-2.0	0.6	26.0
CC[C@@]12C(=O)N(c3ccccc3)C(=O)N1[C@H](c1ccc(OC)cc1)[C@@H]1C(=O)N(C(C)(C)C)C(=O)[C@@H]12	-17.1	-2.2	0.0	101.7	3.2	-1.3	nt	-6.1	-1.3	5.3
COC(=O)c1ccccc1OCCCN(C)C	9.8	17.6	-3.5	103.1	2.5	-0.2	-1.5	2.9	-0.4	27.3
CCCOc1ccc(S(=O)(=O)NCc2ccc(OC)cc2)cc1	4.2	-7.1	0.0	nt	1.3	-6.9	0.2	-5.3	1.0	-1.1
COc1ccc(NC(=S)c2ccc(N(C)C)cc2)cc1	-5.5	-1.4	-2.9	89.1	-0.6	2.1	-0.7	-10.2	-2.5	nt
Oc1ccc(-c2nc3ccccc3nc2-c2ccc(O)cc2O)c(O)c1	1.4	89.0*	-0.3	89.5	1.8	4.5	2.9	5.3	2.9	8.9
CCCCOc1ccc(C(C)NC(=O)C2CCCN(S(=O)(=O)CC)C2)cc1 (stereo not given)	-3.1	-2.4	-3.7	100.5	-1.1	-0.6	-0.8	-1.3	-0.2	2.0
O=C(COC(=O)C1CCCN1C(=O)c1cccs1)Nc1ccc2c(c1)OCO2 (stereo not given)	-3.6	-6.1	nt	109.6	-3.4	5.6	0.1	0.1	1.4	-1.1
O=C(CN1CCCc2ccccc21)Nc1ccccc1[N+](=O)[O-]	14.0	14.6	-0.1	nt	-3.3	-0.4	6.9	-2.1	0.6	2.8
Cc1ccccc1NS(=O)(=O)c1ccc(C(=O)N2CCCCCCC2)cc1	-3.8	-6.5	-2.6	97.7	1.0	-1.3	-2.3	2.7	0.0	7.5
Cc1[nH]c2ccc(C(=O)N3CCCCC3)cc2c1C	-6.0	-3.9	-0.3	103.7	0.3	-2.8	-2.9	-4.2	10.5	4.7

CAL PDZ FP-1, hit marks shown above.
mol,CAL PDZ FP-1,CAL PDZ FP-2,Pemphigus Ab inh,V-ATPase pH,DAGLB inhibitor,NSD2 HMT inh,Keap1-Nrf2 PPI,C-LANA FP,Arr AP2 block
COc1ccccc1NC(=O)CN1CCC(c2nc3ccc(C)cc3[nH]2)CC1,93.1*,-0.9,100.6,-1.3,1.2,-0.5,0.6,-0.8,-8.8
Oc1ccc(-c2nc3ccccc3nc2-c2ccc(O)cc2O)c(O)c1,89.0*,-0.3,89.5,1.8,4.5,2.9,5.3,2.9,8.9

Four entries from above, sorted by SMILES length, low to high.
SMILES	Cardiac RTF inh	CAL PDZ FP-1	CAL PDZ FP-2	Pemphigus Ab inh	V-ATPase pH	DAGLB inhibitor	NSD2 HMT inh	Keap1-Nrf2 PPI	C-LANA FP	Arr AP2 block
COc1ccc(NC(=S)c2ccc(N(C)C)cc2)cc1	-5.5	-1.4	-2.9	89.1	-0.6	2.1	-0.7	-10.2	-2.5	nt
O=C(CN1CCCc2ccccc21)Nc1ccccc1[N+](=O)[O-]	14.0	14.6	-0.1	nt	-3.3	-0.4	6.9	-2.1	0.6	2.8
Oc1ccc(-c2nc3ccccc3nc2-c2ccc(O)cc2O)c(O)c1	1.4	89.0*	-0.3	89.5	1.8	4.5	2.9	5.3	2.9	8.9
COc1ccccc1NC(=O)CN1CCC(c2nc3ccc(C)cc3[nH]2)CC1	-1.0	93.1*	-0.9	100.6	-1.3	1.2	-0.5	0.6	-0.8	-8.8

Continued:
SMILES	Cardiac RTF inh	CAL PDZ FP-1	CAL PDZ FP-2	Pemphigus Ab inh	V-ATPase pH	DAGLB inhibitor	NSD2 HMT inh	Keap1-Nrf2 PPI	C-LANA FP	Arr AP2 block
O=C1c2ccccc2[C@@H]2C[C@@H](O)[C@H](Nc3cccc4ccccc34)CCN12	-0.7	-3.1	1.8	105.5	-4.6	1.5	nt	2.0	-1.0	5.5
O=S(=O)(c1ccccc1)N1CCN(S(=O)(=O)N2CCCCC2)CC1	-16.7	1.5	-3.1	90.6	1.2	-0.3	-3.2	-2.0	1.1	8.0
CN(C)/C=C(\C=O)c1c(Cl)cccc1Cl	-19.7	-2.2	-1.0	108.6	6.0	0.1	-1.6	-0.4	0.5	nt
Cc1ccc2[nH]c(C(=O)Nc3ccc(F)cc3)cc2c1	-12.2	-2.3	-0.6	100.9	-1.0	-4.5	-5.5	-0.8	-1.5	-4.0
Cc1cc2nc(SCC(=O)Nc3nonc3C)c3c(c2cc1C)CCCC3	-8.1	nt	-2.2	95.7	2.4	-3.1	-0.6	1.7	0.0	-3.3
O=C(O)c1cc(N=Cc2c(O)c3ccccc3oc2=O)ccc1O	-1.7	-3.2	-2.0	108.4	-2.9	-0.1	3.2	-2.6	3.0	-2.1
Cc1cc(C)n(CCN(C)C(=O)CCc2nnc(CCC3CCCCC3)o2)n1	-36.2	-2.4	-2.4	100.9	-4.1	-1.4	-3.1	-2.4	0.2	19.6
COC(=O)C(C)n1cnc2c(nnn2Cc2ccc(Cl)cc2)c1=O (stereo not given)	-3.8	nt	-0.7	104.2	10.5	1.0	-1.9	-5.4	1.2	-4.8
Cc1ccc(OCC(=O)Nc2ccc(CN3CCOCC3)cc2)cc1C	-1.0	0.8	-0.3	108.8	3.2	-2.9	-0.3	-5.6	1.6	40.7

An excerpt. The share of hits here may be higher or lower than overall.
